HTR2A ag: activates the mouse 5-HT2A serotonin receptor; P35363; CHO-K1 mHTR2A beta-arrestin complementation, luminescence; percent of 30 µM serotonin response; activation, % at 7.6 µM; hit rate 0.66% among 360,000;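 active means activation above a run cutoff, the mean activation of all tested compounds plus 3 SD, cut at about 14% in these data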;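 further: 0% = plate median of compound wells and 100% = 30 µM serotonin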
Target sequence (P35363 whole entry, looked up): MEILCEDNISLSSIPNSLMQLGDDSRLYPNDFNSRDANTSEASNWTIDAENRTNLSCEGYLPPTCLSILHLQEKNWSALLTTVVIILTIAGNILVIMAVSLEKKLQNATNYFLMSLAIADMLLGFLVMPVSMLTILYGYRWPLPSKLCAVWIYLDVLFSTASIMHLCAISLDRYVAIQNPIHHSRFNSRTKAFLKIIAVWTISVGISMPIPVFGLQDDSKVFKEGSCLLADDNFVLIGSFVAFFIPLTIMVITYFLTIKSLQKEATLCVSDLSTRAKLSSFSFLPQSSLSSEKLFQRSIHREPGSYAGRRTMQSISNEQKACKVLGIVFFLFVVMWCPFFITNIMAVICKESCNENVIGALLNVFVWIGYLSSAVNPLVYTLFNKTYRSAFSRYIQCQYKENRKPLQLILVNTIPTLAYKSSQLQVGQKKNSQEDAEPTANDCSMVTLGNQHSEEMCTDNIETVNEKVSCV
CaV13 ICDI inh: Disruptors of the CACNA1D IQ motif to Ca2+-dependent inactivation inhibitor domain association, primary screening, Förster resonance energy transfer in intact living … | HEK cells, CFP/YFP FRET ICDI-IQ, plate reader, 10 min; percent FRET-ratio fall versus neutral wells | inhibition, % at 12.3 µM | hit rate 0.098% among 340,000;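 active means mean replicate inhibition of at least 30% and at least 1% of replicates passing that level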;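 further: 0% = median of the neutral control wells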
NR2E3 ag-1: activates human photoreceptor nuclear receptor NR2E3. GST-NR2E3/biotin-RetCOR TR-FRET, 1536-well. inhibition of corepressor binding, % at 4.78 µM. hit rate 0.12% among 320,000. AID 2300;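 active means percent inhibition above the cutoff of mean plus 3 SD of all tested compounds, set per screening campaign, cut at about 20% in these data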;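 further: 0% = DMSO wells and 100% = biotin wells as full block of FRET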
Target sequence (Q9Y5X4 whole entry, looked up): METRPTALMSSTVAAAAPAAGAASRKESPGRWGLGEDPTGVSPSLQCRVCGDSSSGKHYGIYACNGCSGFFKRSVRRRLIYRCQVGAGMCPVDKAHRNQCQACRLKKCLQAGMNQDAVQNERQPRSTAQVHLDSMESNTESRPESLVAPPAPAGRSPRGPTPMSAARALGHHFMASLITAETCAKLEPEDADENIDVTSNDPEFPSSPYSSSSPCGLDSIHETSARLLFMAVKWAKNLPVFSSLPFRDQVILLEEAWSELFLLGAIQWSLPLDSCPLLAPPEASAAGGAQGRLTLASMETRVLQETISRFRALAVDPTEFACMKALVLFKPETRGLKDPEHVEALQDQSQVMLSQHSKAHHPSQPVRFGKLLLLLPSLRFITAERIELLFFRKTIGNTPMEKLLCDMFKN
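Material: NR2E3–RetCOR corepressor complex | Quantity: 1.35 nM GST-tagged NR2E3 final | Schedule: 5 h at 4 °C | Replication: Singlicate compound wells | Reagent: RetCOR corepressor, biotinylated, 7 nM | Controls: Biotin wells as high control, 0.6% DMSO wells as low control | Signal: TR-FRET, Eu(K)-anti-GST donor, streptavidin-D2 acceptor, ex 340, em 617/671 nm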
H9c2 protect: myocardial damage modulation in H9c2 cells. H9c2 cardiomyocytes, H2O2 injury protection, ATPLite, 2 h. protection from H2O2 cell death, % at 20 µM. hit rate 0.63% among 360,000. AID 588492;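 active means compounds giving at least 50% protection of heart cells from peroxide-induced death in the single-dose screen, raw or plate-pattern-corrected value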;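 further: 0% = DMSO wells with peroxide and 100% = DMSO wells without peroxide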
Peg3 promoter: inhibitors of Peg3 promoter; HeLa PEG-Prom luciferase reporter, luminescence, overnight; inhibition, % at 20 µM; hit rate 1.7% among 360,000; AID 588405;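 active means inhibition of at least 50% at 20 µM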
Shn3 3UTR inh: reduces Shn3 3'UTR luciferase signal in osteoblasts. Clone20 osteoblast Shn3 3'UTR firefly luciferase, 24 h. inhibition, % at 12.5 µM. hit rate 0.52% among 360,000. AID 588674;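 active means mean inhibition of at least 75% with every replicate also reaching 75%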;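 further: 0% = median of neutral control wells and 100% = pilot-screen positive control compound; some compounds past the cut are filed as inactive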
MITF TRPM1 inh: reduces MITF-dependent TRPM1 promoter luciferase signal; SK-MEL-5 TRPM1 promoter luciferase, 24 h; AID 488899; inhibition, % at 12.5 µM; hit rate 0.83% among 330,000;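 active means mean inhibition across replicates of 60% or more, whatever share of single replicates reaches that level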; further: values of inactives mirror those of a sister screen read the other way
HIF-2a block: HIF-2a inhibition; 786-0 RCC cells HIF-2a reporter, luciferase luminescence, overnight; hit rate 0.72% among 360,000; inhibition, % at 18.8 µM;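 active means inhibition of the luminescence signal of 40% or more relative to plate controls, in a single-dose primary screen at 18.75 µM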
hiPSC survival: increases survival of single human iPS cells | AID 602274 | hiPSC single-cell survival, ATPlite luminescence; 100% = ROCK inhibitor wells, 0% = DMSO | survival enhancement, % at 20 µM | hit rate 0.044% among 360,000; in the data active means survival enhancement above about 18%;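 further: cells exposed to compounds for 16 hours before the ATP read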
NR2E3 ag-2: human photoreceptor-specific nuclear receptor agonism; Q9Y5X4; CHO-S Gal4-NCOR/VP16-NR2E3 two-hybrid, luciferase; inhibition of corepressor binding, % at 3.98 µM; hit rate 0.35% among 360,000; AID 602229;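 active means inhibition above the mean of all tested compounds plus 3 SD, cut at about 70% in these data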;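 further: 0% = DMSO with NR2E3 transfected cells and 100% = cells lacking NR2E3 construct; higher means lower luciferase signal from less NR2E3 corepressor binding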
PDI inh: PDI (human) enzyme inhibition | P07237 | PDI insulin aggregation turbidity, A650, 90 min | inhibition, % at 10 µM | hit rate 0.052% among 350,000 | AID 588391;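 active means mean inhibition across replicates of 30% or more, whatever share of single replicates reach that level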;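 further: absorbance from insulin aggregation driven by PDI reduction with DTT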
* hit, by the source's call; nt = no result given.

SMILES | HTR2A ag | CaV13 ICDI inh | NR2E3 ag-1 | H9c2 protect | Peg3 promoter | Shn3 3UTR inh | MITF TRPM1 inh | HIF-2a block | hiPSC survival | NR2E3 ag-2 | PDI inh
O=C(Nc1ccnn1C1CCN(Cc2ccccc2F)CC1)C1CCCC1 | 0 | -5 | 2 | 1 | 1 | -16 | 7 | 9 | -0.4 | 22 | -1
O=C(N/N=C1\CCc2ccccc21)c1ccc(O)cc1 | 1 | -2 | 0 | -7 | -180 | -36 | -26 | -219 | -0.4 | -30 | 3
O=C(NCc1ccccc1)c1ccc(NC(=O)C2CCCC2)cc1 | 0 | -10 | nt | -8 | -12 | -2 | 1 | -9 | -1.4 | -22 | -8
CCc1ccccc1Nc1nc(N)nc(COC(=O)C2CCN(C(=O)c3ccc(F)cc3)CC2)n1 | -10 | -6 | nt | -6 | 15 | 75 | 4 | 15 | 0.3 | -23 | 1
Cc1ccc(N2C(=O)N(CC(=O)N3CCCc4ccccc43)C(=O)C2C)cc1 (configuration not stated) | 0 | -7 | -2 | 3 | 19 | 23 | 1 | 7 | -1.1 | -7 | -1
Cn1c(Cl)c(/C=N/OC(=O)C(C)(C)C)c2ccccc21 | 0 | -2 | 0 | -4 | -24 | 9 | -2 | -9 | 4.1 | 11 | -6
O=C(c1cccs1)N1CCCC(N2CCN(c3ccc(F)cc3)CC2)C1 (configuration not stated) | -12 | -2 | 2 | 8 | 2 | -11 | -3 | -7 | -0.6 | 0 | 5
CCOc1ccc(NC(=O)Nc2nc3ccc(S(C)(=O)=O)cc3s2)cc1 | 8 | -2 | nt | 4 | 7 | 9 | -9 | 5 | 0.6 | -7 | 6
Cc1ccc(C)c(COc2coc(CN3CCN(C(=O)c4ccco4)CC3)cc2=O)c1 | 8 | -2 | 4 | 0 | 14 | 2 | -5 | 8 | -0.5 | 4 | -6
COc1ccc(S(=O)(=O)N2c3ccccc3OCC2c2ccccc2)cc1 (configuration not stated) | -6 | -4 | 4 | -24 | 50* | 13 | 22 | 29 | 1.7 | -71 | -8
CCOC(=O)Cn1cnc2c(nnn2Cc2ccc(Cl)cc2)c1=O | -3 | -3 | 3 | -1 | -5 | -18 | 2 | 27 | -2.6 | 7 | -3
CC1(c2ccc3ccccc3c2)NC(=O)N(CC(=O)N2CCN(c3ccccc3O)CC2)C1=O (configuration not stated) | 2 | -2 | -3 | -6 | 19 | 14 | 7 | 15 | -0.6 | 8 | -5
CCc1cc(=O)oc2cc(OC(C)C(=O)NCC3CCC(C(=O)O)CC3)c(Cl)cc12 (configuration not stated) | -1 | nt | 2 | -4 | 11 | 1 | -2 | 8 | 0.2 | -26 | nt
CCOC(=O)c1c(C)[nH]c(C(=O)COC(=O)C(C)Oc2ccc(Cl)cc2Cl)c1C (configuration not stated) | 3 | -5 | 0 | -3 | 31 | 0 | 5 | 14 | -1.0 | 3 | 3
COc1cccc(/C=N/NC(=S)Nc2cccc(C(=O)O)c2)c1O | 0 | -93 | 2 | -29 | -13 | 17 | 43 | 26 | -1.2 | -208 | 1
Nc1ccc(/C=C/C(=O)c2ccco2)cc1 | 4 | -40 | 0 | -6 | -256 | -48 | -31 | -83 | 0.2 | -26 | 3
CC(C)N1CCC(C)(C(=O)Nc2cc(-c3ccccc3)nn2C)C1 (configuration not stated) | -8 | -11 | nt | 2 | -12 | -7 | nt | -12 | -1.7 | -13 | -6
CNC(=O)/C(C#N)=C/c1cn(CC(=O)NCc2ccco2)c2ccccc12 | -5 | -2 | -4 | 8 | 17 | 4 | -4 | 11 | 1.0 | -11 | -1
COc1ccc(C2CC(c3ccccc3)=NN2C(=O)COC(=O)c2ccc(Cl)nc2)cc1 (configuration not stated) | 2 | -6 | 3 | 7 | -68 | -6 | -4 | -66 | 0.9 | -9 | -45
CCC1(CC)NC(=O)NC1=O | -1 | -5 | 1 | 1 | -1 | 14 | -5 | 0 | -1.2 | -15 | -4
COC(=O)[C@H](C)NC(=O)Nc1ccc(OC)cc1OC | -2 | -6 | 0 | 0 | 6 | -9 | 13 | 4 | 4.7 | -15 | 6
Cc1cccc(Cn2cnc3c(nnn3Cc3ccc(F)cc3)c2=O)c1 | 1 | -9 | 5 | 28 | 14 | 21 | 3 | -2 | 2.4 | -10 | 1
CN1CCN(C(=O)CC23CC4CC(CC(C4)C2)C3)CC1 | -5 | -1 | 2 | 8 | 7 | -5 | 2 | 10 | 0.8 | -3 | 15
COC(=O)c1cc(NC(=O)c2ccc([N+](=O)[O-])cc2)c(=O)oc1C | 1 | -4 | 4 | -10 | -15 | -35 | -8 | -6 | -0.8 | -14 | 2
CCOC(=O)c1[nH]c(C)c(C(=O)NC(C)CC)c1C (configuration not stated) | 5 | -5 | 3 | -13 | 7 | -5 | 14 | 6 | 10 | -12 | nt
Cc1c(Cl)cccc1NC(=O)CNc1cccc(S(=O)(=O)N(C)C)c1 | -2 | -5 | -2 | 1 | -21 | -2 | 7 | -1 | 1.1 | -12 | -1
CN(Cc1ccccc1)C(=O)COC(=O)c1cc(NS(=O)(=O)c2cccs2)ccc1O | 21* | -4 | 1 | -23 | 15 | 17 | 15 | 11 | -0.3 | 34 | 2
Cn1c(SCC(=O)Nc2ccccc2C(F)(F)F)nc2c(c1=O)SCC2 | 4 | -6 | 4 | -8 | 2 | 70 | 23 | -3 | -0.2 | 24 | -3
CCN(CC)CCNC(=O)c1ccc(NC(=O)Cc2ccc(OC)c(S(=O)(=O)N3CCOCC3)c2)cc1 | -10 | -15 | nt | 4 | -16 | -7 | 1 | 0 | 3.3 | -8 | 4
COc1ccc(CNC(=O)C(=O)NCC2OCCN2S(=O)(=O)c2cccs2)cc1 (configuration not stated) | 1 | -7 | 1 | 4 | -7 | -9 | nt | -7 | 2.0 | 6 | nt
NC(=S)NCc1cccnc1 | 4 | -17 | -1 | 0 | 6 | -20 | 10 | -1 | 1.8 | 2 | -4
C/C(=C\c1ccccc1F)C(=O)c1c(C)cc(C)[nH]c1=O | 7 | -5 | 0 | 2 | 3 | -1 | 19 | 16 | -0.1 | -28 | 2
CCOC(=O)C(Cc1c[nH]c2ccccc12)NC(=O)c1ccccc1Br (configuration not stated) | -1 | -3 | 2 | 11 | -160 | -41 | -11 | -124 | 0.9 | -41 | -4
O=C(CSc1ncc(-c2ccccc2)nn1)NCc1ccco1 | 0 | -8 | -1 | -1 | 4 | 19 | 2 | -12 | -1.5 | -24 | 12
Cn1c(=O)c2c(ncn2CC(O)CNc2ccc(F)cc2)n(C)c1=O (configuration not stated) | -1 | 8 | -1 | -2 | 16 | 1 | 4 | 5 | -0.4 | -25 | 9
CCOC(=O)C1CCCN(c2c(NCCc3ccccc3)c(=O)c2=O)C1 (configuration not stated) | -4 | -1 | 1 | -3 | 11 | -9 | 3 | 9 | -0.3 | -6 | -6
Cc1cnc(NC(=O)c2ccc3c(c2)OCCO3)s1 | -3 | -5 | -2 | -28 | 87* | 79 | 82* | 77* | -0.6 | -62 | -7
Cc1cccc2sc(NNC(=O)C3COc4ccccc4O3)nc12 (configuration not stated) | 0 | -6 | 2 | 13 | 13 | 9 | 14 | 14 | -1.3 | -47 | -17
CCN(CC)CCNC(=O)c1ccc(Cl)c(S(=O)(=O)Nc2ccccc2OC)c1 | -9 | -6 | 1 | 17 | 5 | -3 | -8 | 27 | -0.9 | -18 | -2
O=C1CCCc2c1cc(C(=O)NCCCN1CCOCC1)c(=O)n2-c1ccc(Cl)cc1 | -1 | -10 | 0 | -3 | -1 | -1 | nt | 7 | 1.3 | -16 | nt
Cc1nc(C)c(C(=O)N(c2ccccc2F)C(C(=O)NCC2CCCO2)c2ccccc2)s1 (configuration not stated) | 1 | -2 | 3 | 0 | 12 | -1 | -4 | 0 | -0.7 | -9 | 12
O=S(=O)(c1ccc(NCc2ccc(F)cc2)nc1)N1CCCC1 | -7 | -15 | 1 | -1 | 26 | 6 | 26 | 11 | -0.4 | -13 | -2
CCCOC(=O)CSC1=C(C#N)C(c2ccccc2OCC)C(C#N)C(=O)N1 (configuration not stated) | 3 | 1 | 7 | 7 | -1 | -2 | -1 | 11 | 7.3 | 3 | 5
CCOC(=O)N1CCN(C(=O)CC(C)S(=O)(=O)c2cc3c(cc2C)NC(=O)CO3)CC1 (configuration not stated) | -6 | -4 | 3 | -4 | 7 | -3 | 5 | -3 | 0.0 | 15 | -9
COC(=O)c1ccc(C23CC4(C2)[C@H](CN(C)[C@@H]4c2ccccc2)C3c2ccc(C(F)(F)F)cc2)cc1 (some centres not stated) | -1 | -11 | 3 | -16 | 4 | 20 | 6 | 6 | -1.8 | -12 | -6
COc1ccc(/C=C/C(=O)NCCc2ccc(S(N)(=O)=O)cc2)cc1 | 2 | -4 | -3 | 1 | 1 | 6 | -1 | 6 | -0.8 | -15 | -9
COc1ccc(-n2c(SCC(=O)NNC(=O)c3ccc(C)cc3)nnc2-c2ccncc2)cc1 | -1 | -5 | 2 | 6 | 14 | -23 | 5 | 21 | -0.7 | 12 | 8
O=C(Nc1ccc(N2CCOCC2)nc1)c1ccc(C(F)(F)F)cc1 | 2 | 0 | 0 | 9 | -8 | -7 | -3 | -6 | -0.8 | -18 | -2
O=C(Oc1ccc(-c2nnco2)cc1)c1ccco1 | 2 | -6 | 2 | 10 | -6 | -5 | -10 | -13 | -0.2 | 6 | -6
Cc1cc(C)cc(OCCn2ccnc2)c1 | -3 | 8 | -1 | 0 | 14 | -49 | -5 | 9 | 1.5 | -13 | 4
Cc1ccc(OCC(=O)Nc2ccc(N(C)C)cc2)cc1 | -1 | -5 | -4 | -4 | -99 | 2 | -13 | -90 | 0.1 | -30 | 9
COC(=O)c1[nH]c2cccc(C)c2c1NC(=O)CN1CCN(C(=O)c2ccco2)CC1 | 0 | -3 | 3 | 18 | 5 | 1 | 12 | 15 | 0.3 | -2 | -1
CCOC(=O)Cn1cnc2c(nnn2-c2ccccc2)c1=O | -4 | nt | 2 | 5 | -1 | -1 | -6 | -4 | -2.2 | -36 | nt

Screens (PubChem)
